POLI inh = inhibitors of human DNA polymerase iota; AID 588590; Pol iota fluorescent replication assay, 10 min; Q9UNA4; Potency, µM (highest dose often 115 µM), without a hit: at the top dose activity, negative = inhibition, actives largely listed as inhibitors; hit rate 1% among 390,000; also: potency is read from the fitted curve at half-maximal effect
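Fluorescent replication assay read twice, at 0 min and 10 min after adding 50 nM (final) substrate. Enzyme (10 nM) and compounds were first incubated 15 min at room temperature; enzyme-free buffer wells were negative controls.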
Pol beta inh = DNA polymerase beta (human) inhibition | P06746 | Pol beta primer extension/strand displacement, fluorescence kinetic | Potency, µM (top dose mostly 114 µM), for the others: top-dose activity change, negative = inhibition, most hits filed as inhibitors | hit rate 1.3% among 340,000 | AID 485314; also: potency is read from the fitted curve at half-maximal effect; % is scaled to controls: 0 for no effect and ±100 for the full control effect
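Curves were derived by four-parameter Hill fits of normalized qHTS data. The kinetic fluorescent primer-extension read was taken at 0 and 10 min after 50 nM substrate, following a 15 min room-temperature preincubation of 10 nM enzyme with compounds.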
APE1 inh = inhibitors of human APE1 endonuclease | recombinant APE1, TAMRA/BHQ-2 abasic DNA cleavage fluorescence | Potency, µM (doses to about 65.8 µM), without a hit: at the top dose activity change, negative = inhibition, usual class: inhibitors | hit rate 0.35% among 350,000;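 also: potency is read from the fitted curve at half-maximal effect; plate controls were vehicle for no effect and reference inhibitor for full effect; nearly all actives have a fitted effect of over 55% in size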
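0.75 nM APE1 + cpd, 15 min RT; start w/ 50 nM TAMRA/BHQ-2 THF-abasic dsDNA; kinetic fluor 525/598 nm ×3 reads @60 s; Δ(read3−read1); normalized to DMSO and NSC13755 control wells.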
ALOX12 inh = inhibitors of human 12S-lipoxygenase ALOX12; purified 12hLO, xylenol orange hydroperoxide absorbance; Potency, µM (series often up to 108 µM), for the others: top-dose activity change, negative = inhibition, most hits filed as inhibitors; hit rate 1.1% among 580,000; also: potency is read from the fitted curve at half-maximal effect; % is scaled to controls: 0 for no effect and ±100 for the full control effect
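Purified human 12hLO (150 nM final) in 25 mM Hepes, 0.01% Triton X-100, pH 7.0 was preincubated 15 min at room temperature with compound. Then 40 uM arachidonic acid was added, 30 min. Hydroperoxide was read by Fe-XO absorbance ratio 573/405 nm.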
ERG Ets-DNA blk = blocks human ERG Ets domain binding to DNA; P11308; hit rate 0.028% among 370,000; Potency, µM (top dose mostly 76.9 µM), without a hit: top-dose FP activity, negative = inhibition, usual class: inhibitors; fluorescence polarization, His-ERG Ets domain / labelled DNA; AID 624246; active = well fitted inhibition curve with a large enough effect in the polarisation, with a control signal flat; inconclusive = small, poorly fitted or top-dose-only effect, or effect the other way, or a change in a side signal; inactive = no such curve, though single readings can be large or run the other way; the % refers to the polarisation;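 also: polarization taken with two DNA probes labelled with fluorescein and Texas red; potency is read from the fitted curve at half-maximal effect; % of control where 0% means no effect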
Target sequence (P11308 whole entry, looked up, the tested form may be a part): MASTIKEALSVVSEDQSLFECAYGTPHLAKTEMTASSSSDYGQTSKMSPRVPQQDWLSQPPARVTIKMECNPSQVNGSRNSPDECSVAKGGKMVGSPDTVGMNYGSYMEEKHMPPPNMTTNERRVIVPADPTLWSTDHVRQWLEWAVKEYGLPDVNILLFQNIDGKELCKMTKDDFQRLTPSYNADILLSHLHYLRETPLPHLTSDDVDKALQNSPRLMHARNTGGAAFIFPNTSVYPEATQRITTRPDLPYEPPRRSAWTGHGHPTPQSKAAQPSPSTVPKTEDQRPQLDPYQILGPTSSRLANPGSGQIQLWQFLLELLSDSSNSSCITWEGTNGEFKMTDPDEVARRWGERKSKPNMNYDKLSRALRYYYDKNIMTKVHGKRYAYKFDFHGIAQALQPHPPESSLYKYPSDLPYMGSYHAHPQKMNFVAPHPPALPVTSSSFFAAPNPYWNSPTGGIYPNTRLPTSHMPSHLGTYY
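His-tagged ERG Ets domain (1 uM in the protein solution; 300mM KCl, 50mM Tris-HCl, 1mM EDTA, 1mM DTT, pH 7.5) received compound, then a probe mix of 5 nM fluorescein-DNA and 100nM Texas-615-DNA. Fluorescence polarization was read for both dyes.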
Apoferritin bind = binds horse apoferritin like a general anesthetic; P02791; apoferritin/1-aminoanthracene competitive binding, fluorescence; Potency, µM (highest dose often 77.5 µM), inactives show at the top dose activity change, negative = displacement, hits mostly inhibitors; hit rate 0.074% among 350,000; also: potency is read from the fitted curve at half-maximal effect; % is scaled to controls: 0 for no effect and ±100 for the full control effect; nearly all actives have a fitted effect of over 20% in size
Target sequence (P02791 2-175 limits assumed): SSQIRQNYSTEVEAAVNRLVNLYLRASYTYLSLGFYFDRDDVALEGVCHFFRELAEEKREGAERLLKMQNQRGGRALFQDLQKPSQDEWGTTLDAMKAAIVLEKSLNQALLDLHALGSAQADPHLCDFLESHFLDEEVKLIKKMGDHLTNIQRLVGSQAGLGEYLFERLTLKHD
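Horse-spleen apoferritin (10 uM) in 50% saturated 1-aminoanthracene in PBS was incubated 10 min at room temperature with compound. Fluorescence (ex 380, em 535 nm) was normalized to free and bound 1-AMA, with concentration-response fitted by a four-parameter Hill equation.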
TRHR agonist = TRH receptor (human) agonism | AID 493084 | TRHR cells, calcium flux fluo-8, FDSS agonist mode | hit rate 0.18% among 360,000 | P34981 | activation, % at 2 µM; in the data active = activation above about 30%; also: 0% is about no effect
Target sequence (P34981 whole entry, looked up): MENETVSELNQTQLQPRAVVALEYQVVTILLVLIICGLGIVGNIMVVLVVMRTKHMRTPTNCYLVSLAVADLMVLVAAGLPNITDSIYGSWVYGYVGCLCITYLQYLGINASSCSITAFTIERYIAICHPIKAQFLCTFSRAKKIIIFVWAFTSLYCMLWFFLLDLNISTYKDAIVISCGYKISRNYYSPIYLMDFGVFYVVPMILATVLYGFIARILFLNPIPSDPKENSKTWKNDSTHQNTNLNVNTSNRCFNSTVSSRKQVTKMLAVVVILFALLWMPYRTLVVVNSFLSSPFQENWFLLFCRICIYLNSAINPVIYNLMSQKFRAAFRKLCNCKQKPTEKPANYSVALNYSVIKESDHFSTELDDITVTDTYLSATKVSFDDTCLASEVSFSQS
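In this calcium-flux screen, cells bearing human TRHR are dye-loaded with fluo-8, baselined for 10 cycles, then exposed to library compounds; positive kinetic calcium responses during the agonist phase mark hits, with TRH as control.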
BLM helicase inh = inhibitors of human Bloom syndrome helicase BLM | P54132 | recombinant BLM DNA unwinding, fluorescence dequenching | Potency, µM (titrated, usually from 56.1 µM), inactives show at the top dose activity change, negative = inhibition, actives largely listed as inhibitors | hit rate 0.2% among 350,000 | AID 2528;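 also: potency is read from the fitted curve at half-maximal effect; plate controls were vehicle for no effect and no enzyme for full effect; nearly all actives have a fitted effect of over 35% in size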
POLK inh = DNA polymerase kappa (human) inhibition; purified Pol kappa, fluorescent DNA synthesis assay, 10 min; Q9UBT6; AID 588579; Potency, µM (doses to about 107 µM), inactives show top-dose activity, negative = inhibition, actives largely listed as inhibitors; hit rate 0.53% among 400,000; also: potency is read from the fitted curve at half-maximal effect; % is scaled to controls: 0 for no effect and ±100 for the full control effect
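Readout: fluorescence, taken kinetically at 0 and 10 min. Conditions: 10 nM Pol kappa, 15 min RT compound preincubation, 50 nM substrate final. Controls: enzyme-free buffer wells.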
* = called active by the depositor; i = inactive; u = inconclusive; x = no result given; & = joins results of further samples; [ ] = remark or other dose. Unless noted, calls follow the shape of the dose curve; as a rule, active = well fitted curve in the direction sought with a large enough effect; inconclusive = small, poorly fitted or top-dose-only effect, or another doubt; inactive = no such curve, though single readings can be large; an effect the other way counts as inactive or inconclusive. The list is partial; rates above refer to the full screens.

cpd | Compound | Pol beta inh | APE1 inh | TRHR agonist | ERG Ets-DNA blk | POLK inh | ALOX12 inh | POLI inh | BLM helicase inh | Apoferritin bind
1 | CCCCC(=O)NNC(=S)NC(=O)c1cccc([N+](=O)[O-])c1 | 13% | 2% | -0.4 | -1% | -7% | u | 2% | 1% | -5%
2 | CC(C)(C)c1cn(-c2ccc(Cl)cc2)c(=S)[nH]1 | -5% | 5% | 0.5 | -1% | -10% | -10% | 3% | -4% | -7%
3 | COCC(=O)N(Cc1cc2cc(C)ccc2[nH]c1=O)c1cccc(C)c1C | 12% | 61%[activator] | 0.3 | 4% | 10% | -7% | 48%[activator] | 1% | -10%
4 | O/N=C(\c1ccccn1)C1CC1c1ccccc1 (stereo not drawn) | -1% | -6% | -0.7 | 3% | -1% | u | 16% | -7% | -5%
5 | CN(C)CCNC(=S)Nc1ccc(Cl)cc1 | u | 0% | -1.3 | 4% | -7% | 59%[activator] | 7% | -1% | 0%
6 | CCCCN1C(=O)c2[nH]nc(-c3ccccc3O)c2C1c1ccc(OCc2ccccc2)cc1 (stereo not drawn) | -2% | x | 0.6 | 9% | 0% | 1% | 17% | -18% | 1%
7 | Cc1ccc(CNC(=O)Cn2ccn(-c3ccc(F)cc3)c(=O)c2=O)cc1 | -23% | x | -0.1 | -1% | 2% | 2% | 37% | -4% | -9%
8 | Cn1[nH]c(C(F)(F)F)c(C=Nc2ccc(Cl)cc2)c1=O | 9% | 8% | 0.2 | -4% | -19% | 1% | -2% | -7% | -17%
9 | CN(Cc1ccccc1)C(=O)CCS(=O)(=O)c1cc(Br)cc2c1N(C(=O)C1CC1)CC2 | -6% | x | -1.1 | -1% | -8% | -1% | -1% | 0% | 5%
10 | C=C1C(=O)C23C(O)C1CCC2[C@]12COC3(O)C(O)C1C(C)(C)CC[C@H]2O (stereo partly drawn) | x | -3% | x | x | -19%[60.1 µM] | x | x | -8% | 5%
11 | CCn1c(=O)c(C(=O)CN(C)Cc2ccc(F)cc2)c(N)n(Cc2ccccc2)c1=O | 5% | 1% | 0.7 | -7% | -11% | -20% | 104%[activator] | -9% | -16%
12 | COc1ccccc1-c1noc(-c2ccc(N3CCOCC3)c([N+](=O)[O-])c2)n1 | -29% | x | 0.1 | 0% | -9% | -10% | u | -2% | -8%
13 | COc1cc(CNC(=O)C2CCC(=O)N(C3CCCCCC3)C2)cc(OC)c1 (stereo not drawn) | 4% | 20% | 0.2 | -5% | 1% | i | -7% | -2% | -6%
14 | COc1ccccc1N(C)S(=O)(=O)c1ccc(Cl)c(C(=O)Nc2ccncc2)c1 | x | 18% | -0.8 | 10% | -3% | -14% | 9% | x | x
15 | CCN(CC)CCn1c2ccccc2c2cnc(N=CN(C)C)c(C#N)c21 | 20µM* | u | 0.1 | -1% | -33% | i | u | 64%[activator] | -4%
16 | CC(NC(=O)CN(C)Cc1cccc(Cl)c1)c1ccccc1 (stereo not drawn) | -9% | 76%[activator] | 0.8 | -8% | 9% | u | 20% | -3% | -8%
17 | CCc1cccc(C)c1NC(=O)CN1CCCN(Cc2ccc(C)cc2)S1(=O)=O | 7% | x | -0.9 | 6% | -1% | -2% | 19% | 2% | -14%
18 | O=C(c1ccco1)N1CCN(c2cc(=O)n(-c3ccc(Cl)cc3)c(=O)[nH]2)CC1 | -4% | -8% | 0.8 | -2% | -14% | 23%[57.4 µM] | 1% | 3% | 6%
19 | CC(C)(OC(=O)c1ccc(C#N)cc1)c1cc2ccccc2c(=O)o1 | x | 5% | -1.0 | -9% | 6% | -28% | -12% | x | x
20 | CCOC(=O)C1=C(C)N=c2s/c(=C\c3ccc(OCC(=O)O)cc3)c(=O)n2C1c1ccc(OC(C)C)cc1 (stereo not drawn) | -15% | 1% | 1.3 | -7% | -18% | u | u | -10% | u
21 | CCCCOC(=O)Nc1ccc(S(=O)(=O)Nc2ncccn2)cc1 | 3% | -1% | 0.6 | -5% | -5% | -11% | 11% | 3% | -10%
22 | COCCCNC(=O)c1c(N)n(-c2ccccc2)c2nc3ccccc3nc12 | 32% | 16% | -0.1 | 11% | -6% | 90%[activator] | 217%[activator] | -24% | 444%[activator]
23 | CCCc1nc2ccccc2c(=O)n1N | 6% | -1% | -0.4 | -9% | -14% | 16% | 20% | -2% | -17%
24 | COc1ccc(NC(=O)CCCn2c(=O)c3sccc3n(Cc3ccccc3)c2=O)cc1 | 5% | 0% | 0.3 | -4% | -7% | -19% | 44%[activator] | -2% | -19%
25 | Cc1nnc(SCC(=O)NC2CCCCCC2)n1C(C)C | 48% | 28% | 0.2 | -6% | -11% | -1% | u | -4% | u
26 | CSc1ccc(/C=N/NC(=O)CN2CCN(Cc3ccccc3Cl)CC2)cc1 | 0.2µM* | 2% | -0.4 | 2% | -6% | -11% | 8% | 3% | -14%
27 | Cc1ccc(C(=O)Nc2ccc3c(c2)OCO3)o1 | 0% | 0% | -0.5 | 6% | -10% | -15% | u | 0% | -11%
28 | Cc1nc(N2CCN(C(c3ccccc3)c3ccccc3)CC2)nc2c1C(=O)CCC2 | 0% | 1% | -2.4 | x | x | x | x | 1% | -7%
29 | O=C(/C=C/c1ccccc1Cl)Nc1ccccc1 | 24% | -3% | -0.2 | 7% | 7% | 19% | 14% | -4% | -1%
30 | Cc1ccc(C)c(S(=O)(=O)NCc2ccc(C(=O)N3CCN(c4ccccc4)CC3)cc2)c1 | -1% | 0% | 0.9 | 1% | -21% | 7% | 3% | -8% | -5%
31 | Cc1ccccc1CN1C[C@@H]2C[C@@H](c3cn[nH]c3-c3ccccc3)N3CCC[C@@]23C1=O | 1% | 12% | 1.3 | 5% | -4% | -14% | 100%[activator] | -3% | -15%
32 | N#Cc1cc(NCC2CCCO2)c([N+](=O)[O-])cc1C#N (stereo not drawn) | -8% | -3% | 0.4 | 8% | -10% | -16% | 12% | 1% | -12%
33 | Cc1cc(NC(=O)C2C3C(=O)N(Cc4ccc(Cl)cc4)C(C(=O)NC4CCCCC4)C34C=CC2(C)O4)no1 (stereo not drawn) | 7% | 1% | -0.4 | -4% | -6% | 288%[activator] | 16% | -5% | -13%
34 | Cc1cccc(N2CCN(C(=O)CS(=O)(=O)c3cccc4nsnc34)CC2C)c1 (stereo not drawn) | 4% | x | 0.3 | -6% | -11%[60.1 µM] | u | -2% | -1% | -9%
35 | CCC(C)(C)NC(=O)C(OC(=O)c1ccco1)c1ccccc1F (stereo not drawn) | -12% | -8% | -0.5 | -11% | -3% | 11% | 83%[activator] | -3% | 0%
36 | CN(CC1COc2ccccc2O1)C(=O)c1cc(COc2c(F)cccc2F)on1 (stereo not drawn) | 40% | 19% | 1.0 | -12% | -8% | 13% | 3% | -10% | -3%
37 | COc1ccc(C2=Nn3c(nnc3-c3ccco3)SC2)cc1 | -1% | 8% | -1.3 | -1% | 5% | 2% | -4% | -1% | -12%
38 | COc1cc(OC)cc(-c2nc(-c3cccc(C)c3)no2)c1 | 1% | x | 1.6 | -6% | 6% | -24% | 15% | -8% | -11%
39 | CCc1ccc(/C=C2\CN(CC)Cc3c2nc2ccccc2c3C(=O)O)cc1 | 56% | 3% | -0.7 | 9% | 8% | u | 1% | -26% | -8%
40 | Cc1ccccc1N1CC(C(=O)Nc2ccc(S(=O)(=O)N3CCCC3)cc2)CC1=O (stereo not drawn) | x | 20% | 0.2 | 0% | -2% | -25% | 12% | x | x
41 | O=c1c(Cl)c(O)c2cccc3c4ccccc4n1c23 | u | -2% | -0.3 | 2% | -5% | -32% | 1% | 2% | 48%[activator]
42 | Cc1ccc(Cn2cnc3nc4c(cc3c2=O)CC(C)CC4)cc1 (stereo not drawn) | 8% | x | -0.4 | -5% | -7%[60.1 µM] | 2% | 11% | 0% | -12%
43 | Cc1ccc(N(CC(=O)Nc2cc(C)cc(C)c2)S(=O)(=O)c2cccc3nonc23)cc1 | 9%&2% | -11% | -0.2&0.1 | -12% | 1%&-4% | -12%&4% | 12%&3% | -9%&-10% | u
44 | Cc1nn(C(=O)COc2ccc(Cl)cc2)c(C)c1Sc1ccccc1 | 2% | x | -0.5 | 0% | 4% | -16% | u | -3% | -11%
45 | COc1ccccc1C(=O)C1CCCN(C(=O)Nc2ccccc2F)C1 (stereo not drawn) | 0% | 7% | -0.6 | -16% | -13% | -2% | 13% | -5% | -17%
46 | CCOC(=O)c1c(NC(=O)c2cc(Cl)ccc2Cl)sc2c1CCCC2 | -7% | x | -0.1 | -6% | 0% | -10% | 24% | -6% | 5%

Limited to POLK inh, for 5 of the compounds above:
# | SMILES | POLK inh
44 | Cc1nn(C(=O)COc2ccc(Cl)cc2)c(C)c1Sc1ccccc1 | 4%
43 | Cc1ccc(N(CC(=O)Nc2cc(C)cc(C)c2)S(=O)(=O)c2cccc3nonc23)cc1 | 1%&-4%
34 | Cc1cccc(N2CCN(C(=O)CS(=O)(=O)c3cccc4nsnc34)CC2C)c1 (stereo not drawn) | -11%[60.1 µM]
31 | Cc1ccccc1CN1C[C@@H]2C[C@@H](c3cn[nH]c3-c3ccccc3)N3CCC[C@@]23C1=O | -4%
33 | Cc1cc(NC(=O)C2C3C(=O)N(Cc4ccc(Cl)cc4)C(C(=O)NC4CCCCC4)C34C=CC2(C)O4)no1 (stereo not drawn) | -6%

Bioassay records from PubChem BioAssay.
